Compound activity from PubChem.
NCI-60 one-dose screen, 48 h, at 10 µM unless noted. Numbers give growth in % (100 = growth as untreated, 0 = no growth, -100 = all killed).
A549/ATCC = A549/ATCC NSCLC; 81,000 tested, 3.7% active
RPMI-8226 = RPMI-8226 leukemia cells. 77,000 tested, 7.5% active. AID 1794781
CCRF-CEM = CCRF-CEM leukemia; 77,000 tested, 7% active
SR = SR leukemia cells; 73,000 tested, 8.7% active; AID 1794780
HOP-62 = HOP-62 NSCLC; 80,000 tested, 3.9% active; AID 1794735
MOLT-4 = MOLT-4 leukemia cells. 80,000 tested, 6.9% active
HOP-92 = HOP-92 NSCLC cells. 71,000 tested, 6.3% active
EKVX = EKVX NSCLC; 71,000 tested, 3% active; AID 1794765
* = called active by the depositor; nt = not tested or not shown. The calls were made as follows: active = growth percent below 10; inactive = the rest.

SMILES	A549/ATCC	RPMI-8226	CCRF-CEM	SR	HOP-62	MOLT-4	HOP-92	EKVX
OC(C[n+]1ccc2ccccc2c1)c1ccccc1 (stereo not given)	79	96	89	121	75	100	83	97
O=c1c(O)c(NC[C@H]2OC(O)[C@H](O)[C@@H](O)[C@@H]2O)c1=O (stereo not given in full)	100	104	104	104	97	93	81	nt
CC(C)CCO/N=C/c1ccccn1	105	99	104	103	101	99	95	125
CCCn1c(=O)c2c(nc(-c3cccc(OCCCCl)c3)n2C)n(CCC)c1=O	28	84	86	60	-18*	73	-1.1*	nt
Cn1c(/C=C(\C#N)c2ccc([N+](=O)[O-])cc2)nc2c(N3CCOCC3)nc(Cl)nc21	108	103	102	114	99	103	84	90
O=S(=O)(c1ccccc1)c1nnc(Cc2ccc3ccccc3c2)n1CCCc1cnc[nH]1	99	76	77	64	99	80	82	100
CCCCCCN(CCCCCC)C(C)C(O)c1ccc2cc(Br)c3ccccc3c2c1 (stereo not given)	98	101	94	90	110	102	102	108
Nn1c(Nc2ccc(S(=O)(=O)Nc3ncccn3)cc2)nnc(/C=C/c2c(O)ccc3ccccc23)c1=O	89	72	79	90	82	71	83	91
O=P(NCc1ccccc1)(OCc1ccccc1)OCc1ccccc1	94	96	95	95	98	99	68	98
Cn1cnc2cc(Cl)ccc21	87	99	101	111	103	109	109	nt
COc1ccc(-c2cc(-c3ccccn3)[nH]c(=O)c2C#N)cc1	95	101	98	92	87	97	102	107
CN(C)CCN(Cc1ccccc1)Cc1c(F)cccc1Cl	92	95	93	nt	96	101	79	nt
COc1ccc(S(=O)(=O)NC2C(O)C3(C)c4ccccc4C2(C)c2ccccc23)c(OC)c1 (stereo not given)	88	88	99	95	99	82	79	83
COc1cccc2c(=O)c3c(oc12)CCCC3	82	99	94	85	99	91	102	111
O=c1oc2cc(OS(=O)(=O)C3CC3)ccc2c2c1CCCCCC2	70	49	64	53	83	66	85	nt

Look-ups from the results shown.
Value of `OC(C[n+]1ccc2ccccc2c1)c1ccccc1` (stereo not given) in A549/ATCC: 79
Value of `COc1ccc(-c2cc(-c3ccccn3)[nH]c(=O)c2C#N)cc1` in SR: 92

(cont.)
SMILES	A549/ATCC	RPMI-8226	CCRF-CEM	SR	HOP-62	MOLT-4	HOP-92	EKVX
CN(C)Cc1cc(Cl)cc(CN(C)C)c1O	98	112	121	nt	94	101	120	106
CC(=O)c1c(C)cc(C(C)(C)C)cc1C	97	105	104	113	110	nt	103	100
CCCCCCCCCCCn1nnnc1N	106	79	85	88	88	89	83	87
COC(C(=O)[C@@H](O)[C@@H](C)O)[C@@H]1Cc2cc3cc(O[C@H]4C[C@@H](O[C@H]5C[C@@H](O)[C@H](O)C(C)O5)[C@H](O)C(C)O4)cc(O)c3c(O)c2C(=O)[C@H]1O[C@H]1C[C@@H](O[C@H]2C[C@@H](O[C@H]3C[C@@H](OC)[C@H](O)C(C)O3)[C@@H](O)C(C)O2)[C@H](O)C(C)O1 (stereo not given in full)	19	50	69	34	19	48	64	68
CC(=O)/C(=C/c1ccccc1)C(=O)CC(C)C	97	18	9.0*	1.5*	115	34	nt	100
COc1ccc(/C=N/N=C2c3ccccc3-c3ccccc32)cc1O	89	96	70	80	nt	68	104	98
Cc1ccc(S(=O)(=O)N/N=C2/CC3CCC(C)(C2)C3)cc1 (stereo not given)	93	106	94	91	106	79	66	117
Cn1c(=O)cc(S)c2ccccc21	99	95	98	100	83	93	99	123
O=c1[nH]c(-c2csc(-c3cccs3)n2)cc2ccccc12	97	112	104	107	96	105	103	104
CC(CN)[C@@H]1CC[C@]2(CO)CC[C@]3(C)[C@H](CC[C@@H]4[C@@]5(C)CCC(NCCO)C(C)(C)[C@@H]5CC[C@]43C)[C@@H]12 (stereo not given in full)	59	0.1*	6.4*	-22*	87	18	62	73
COc1cc(/C=C/C(=O)c2ccc(NC(=O)CSc3nnc(-c4ccc5nc(-c6ccccc6)[nH]c5c4)o3)cc2)cc(OC)c1OC	105	31	38	37	114	65	142	99
Cc1nc(-n2nc(C#N)c(C#N)c2N)c(C#N)c(C#N)c1C	87	98	90	81	96	90	148	99
CCCCCCCCCCCCCCCCCCOc1ccccc1CC(=O)NCC[N+]1(C)CCCCC1	51	51	17	26	59	9.6*	20	89
CN(C)c1ccc(C=O)c(Oc2ccccc2)c1	97	97	96	110	94	96	112	100
CS(=O)(=O)c1ccc(-n2nc(C(=O)OCc3ccc(Br)cc3)cc2-c2ccc(Cl)cc2)cc1	95	73	90	78	108	64	94	72

Copied from the entries so far for reference:
SMILES	A549/ATCC	RPMI-8226	CCRF-CEM	SR	HOP-62	MOLT-4	HOP-92	EKVX
COc1ccc(S(=O)(=O)NC2C(O)C3(C)c4ccccc4C2(C)c2ccccc23)c(OC)c1 (stereo not given)	88	88	99	95	99	82	79	83
COc1cccc2c(=O)c3c(oc12)CCCC3	82	99	94	85	99	91	102	111
O=c1oc2cc(OS(=O)(=O)C3CC3)ccc2c2c1CCCCCC2	70	49	64	53	83	66	85	nt
CN(C)Cc1cc(Cl)cc(CN(C)C)c1O	98	112	121	nt	94	101	120	106
CC(=O)c1c(C)cc(C(C)(C)C)cc1C	97	105	104	113	110	nt	103	100
CCCCCCCCCCCn1nnnc1N	106	79	85	88	88	89	83	87
COC(C(=O)[C@@H](O)[C@@H](C)O)[C@@H]1Cc2cc3cc(O[C@H]4C[C@@H](O[C@H]5C[C@@H](O)[C@H](O)C(C)O5)[C@H](O)C(C)O4)cc(O)c3c(O)c2C(=O)[C@H]1O[C@H]1C[C@@H](O[C@H]2C[C@@H](O[C@H]3C[C@@H](OC)[C@H](O)C(C)O3)[C@@H](O)C(C)O2)[C@H](O)C(C)O1 (stereo not given in full)	19	50	69	34	19	48	64	68
CC(=O)/C(=C/c1ccccc1)C(=O)CC(C)C	97	18	9.0*	1.5*	115	34	nt	100
COc1ccc(/C=N/N=C2c3ccccc3-c3ccccc32)cc1O	89	96	70	80	nt	68	104	98
Cc1ccc(S(=O)(=O)N/N=C2/CC3CCC(C)(C2)C3)cc1 (stereo not given)	93	106	94	91	106	79	66	117
Cn1c(=O)cc(S)c2ccccc21	99	95	98	100	83	93	99	123
O=c1[nH]c(-c2csc(-c3cccs3)n2)cc2ccccc12	97	112	104	107	96	105	103	104
CC(CN)[C@@H]1CC[C@]2(CO)CC[C@]3(C)[C@H](CC[C@@H]4[C@@]5(C)CCC(NCCO)C(C)(C)[C@@H]5CC[C@]43C)[C@@H]12 (stereo not given in full)	59	0.1*	6.4*	-22*	87	18	62	73
COc1cc(/C=C/C(=O)c2ccc(NC(=O)CSc3nnc(-c4ccc5nc(-c6ccccc6)[nH]c5c4)o3)cc2)cc(OC)c1OC	105	31	38	37	114	65	142	99
Cc1nc(-n2nc(C#N)c(C#N)c2N)c(C#N)c(C#N)c1C	87	98	90	81	96	90	148	99

(continued)
SMILES	A549/ATCC	RPMI-8226	CCRF-CEM	SR	HOP-62	MOLT-4	HOP-92	EKVX
Cn1cc(-c2ccc3[nH]c(=O)nc(-c4ccccc4)c3c2)cn1	89	93	96	83	97	94	100	99
NC(=O)C1CCN(Cc2c[nH]c3ccccc23)CC1	91	98	101	nt	87	91	79	93
C=CCSc1nnc(-c2ccc(-c3nc4ccccc4[nH]3)cc2)o1	73	35	33	81	84	38	79	71
COc1cc(C2N(c3ccc(C)cc3)NC(=O)[C@@H]3CCCN23)cc(OC)c1OC (stereo not given in full)	68	75	45	77	74	73	89	74
O=C(O)CCCCC1CCSS1 (stereo not given)	105	94	96	nt	112	88	nt	97
CNc1cc(=S)nc(N)[nH]1	97	100	101	104	93	103	97	100
CC(C)C(N)C(=O)Nc1nncs1 (stereo not given)	113	100	94	98	108	20	92	67
Nc1nc(Nc2ccccc2Cl)c2c(n1)-c1ccoc1CC2	86	92	91	83	91	89	106	67
COc1ccc(Cl)cc1/C=C/C=N/NC(=O)c1ccncc1	99	90	94	81	nt	91	nt	90
COc1cc(-c2cc3cc(Cl)cc(Cl)c3oc2=O)cc(OC)c1OC	110	96	102	100	95	95	96	112
O=C1N(Cc2ccc(Cl)cc2)c2ccccc2S(=O)(=O)N1c1cccnc1Cl	116	106	96	nt	113	108	123	108
NNC(=O)CSc1nc2sc3c(c2c(=O)n1-c1ccccc1)CCCCC3	97	102	90	99	98	98	107	91
CC(=O)Nc1ncc(S(=O)(=O)c2ccc([N+](=O)[O-])cc2)s1	103	100	101	96	93	102	110	114
COc1cc(/C=C2\C(=O)Nc3ccc(N(C)C)cc32)cc(OC)c1OC	-3.8*	14	22	19	45	36	33	34
Nc1nc2ccccc2o1	91	113	105	114	112	102	88	86
CCCCC(CC)OC(=O)Cc1ccccc1 (stereo not given)	105	108	108	100	94	103	107	100
CC1(C)OCC(COC(c2ccccc2)(c2ccccc2)c2ccccc2)O1 (stereo not given)	86	105	102	94	96	93	89	nt
O=c1[nH]c(N2CCOCC2)nc2cc(NCc3ccccc3)ccc12	96	96	101	89	88	91	63	102
O=C(CSc1nnc2sc(Nc3cccc(Cl)c3)nn12)c1ccc(F)cc1	87	95	91	91	98	71	75	95
Cc1c(C(=O)Nc2ccc(Cl)cc2)sc2c(=O)[nH]cnc12	102	102	103	94	102	95	nt	110
O=C1c2ccccc2N=C(N/N=C/c2ccc(F)cc2)[C@@H]2CCCN12	100	98	104	106	102	105	84	97
COCCOc1cnc(Sc2cc(C)c(-c3csc(NC(=O)c4ccncc4)n3)c(C)c2)cn1	56	34	59	53	64	47	49	40
CC(C)(C)OC(=O)CN1CCc2c(sc3ncnc(N4CCN(c5ccc(F)cc5)CC4)c23)C1	90	58	59	80	93	53	84	95
N#Cc1ccccc1Cn1cc(CSc2nc3ccccc3s2)nn1	107	101	102	81	99	98	98	95
CC(=O)c1cccc(N=NN(C)C)c1	98	107	104	99	94	99	110	nt
CC(C#N)(CCC(=O)O)N=NC(C)(C#N)CCC(=O)O (stereo not given)	112	107	98	107	95	103	105	98
C#CCOC(=O)[C@]1(C)CCC[C@@]2(C)[C@H]1CC=C1C=C(C(C)C)CC[C@@H]12	96	95	101	90	99	98	87	98
O=C1NC(=O)C(Cc2ccc(OCc3ccc(-c4ccc(Cl)cc4Cl)cc3)cc2)S1 (stereo not given)	39	39	42	29	66	17	54	38
C#C[C@]1(O)CC[C@H]2[C@@H]3CC=C4c5sc(Nc6ccccc6)nc5CC[C@]4(C)[C@H]3CC[C@@]21C	53	-32*	6.7*	nt	36	7.7*	53	36
C[C@@H]1O[C@@H](O[C@@H]2C[C@H](c3ccc4c(c3O)C(=O)C3=C(C4=O)[C@@]4(O)C(=O)C[C@](C)(O)C[C@@]4(O)C=C3)O[C@H](C)[C@H]2O)C[C@H](O)[C@@H]1O	95	92	94	77	107	92	120	102
O=C1N/C(=C\c2ccccc2)c2ncccc21	106	106	98	76	100	81	95	93
CCc1nnc(/N=C2\NC(=O)/C(=C/c3cccnc3)S2)s1	98	96	101	89	92	98	80	97
N#Cc1c2c([nH]c(=O)c1C(N)=O)CCCCC2	91	103	95	108	92	117	112	104
O=c1oc2ccc(Br)cc2cc1/C(CS(=O)(=O)c1ccccc1)=N/Nc1ccccc1	92	113	109	111	94	117	117	89
CC1(C)NC(=S)c2ccccc2NC1=S	99	99	103	102	101	103	107	96
O=c1nc(NO)[nH]c(=O)n1Cc1ccccc1	111	104	108	107	110	109	-3.6*	nt
COc1cccc(CCN2C(=O)CCC3=C2CCC3=O)c1	112	98	nt	102	102	105	86	nt
c1ccc2c(NCCc3c[nH]c4ccccc34)c3ccccc3nc2c1	75	49	70	55	101	51	53	nt
NS(=O)(=O)CCC1CCCCC1	87	107	114	96	83	76	96	96
COc1ccc([N+](=O)[O-])c(C)c1	91	101	104	76	104	79	105	96
COc1ccc(S(=O)(=O)N(C(C)=O)c2ccccc2/C=C/c2cc[n+]([O-])cc2)cc1	18	22	16	16	10	22	57	32
CN(C)c1ccc(/C=N/NC(=O)COc2ncnc3sc4c(c23)CCCC4)cc1	99	102	103	102	103	99	112	101
O=C(N/N=C\c1ccc(O)c(S(=O)(=O)O)c1)N/N=C/c1ccc(O)c(S(=O)(=O)O)c1	89	96	103	93	95	102	93	111
CCCCCCCCCCCCCCCCCBr	108	102	94	93	104	96	99	nt
O=c1[nH]nc(-c2ccccc2)c2c(-c3ccccc3)onc12	58	19	21	nt	34	30	-6.4*	25
